Bioassay records (PubChem BioAssay)
HKDC1 inh = HKDC1 (human) hexokinase inhibition | Q2TB90 | inhibition, % at 20 µM | 340,000 compounds, 0.16% hits | recombinant HKDC1, G6PDH/diaphorase resazurin coupled fluorescence;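 active means inhibition above about 35% when tested at 20 µM, limit read from the data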;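 further: plate controls were DMSO wells with enzyme for no effect and DMSO wells lacking enzyme for full effect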
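Test system: recombinant HKDC1 (HK5) hexokinase enzyme, produced in-house; Amount: enzyme 5 µg/mL final; Buffer or medium: Tris pH 8.0 buffer with MgCl2, Tween-20, BSA, BME; Reagent: glucose and ATP substrates; Doses: 20 µM test compound, 1% DMSO; Incubation: 90 min reaction incubation at room temperature, dark; Detection: resorufin fluorescence at 613 nm.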
SENP1 FRET inh = blocks the human SENP1 SUMO protease catalytic domain; recombinant SENP1 catalytic domain, CyPet-SUMO1-YPet FRET cleavage; Q9P0U3; AID 624204; inhibition, % at 10 µM; 360,000 compounds, 0.21% hits;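 active means inhibition at least 30% at 10 µM, raw YFP signal under a set limit, fluorescence ratio 0.5 to 1.5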;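 further: 0% = enzyme with DMSO and 100% = no enzyme wells; some results filed as inactive read as strong as hits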
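Assay system: hSENP1 catalytic domain, recombinant. Amount: SENP1 enzyme, 20 pM final. Schedule: 50 min reaction, RT, dark. Technique: FRET, CFP and YFP emission. Control set: no-enzyme wells low, DMSO-plus-enzyme wells high control.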
SENP8 block-1 = inhibitors of human SENP8 protease | inhibition, % at 10 µM | 330,000 compounds, 1.2% hits | AID 2540 | purified SENP8, Z-RLRGG-aminoluciferin cleavage, luminescence | Q96LD8; in the data active means inhibition above about 50%
SENP8 block-2 = blocks human SENP8 cleavage of Nedd8 substrate; Q96LD8; recombinant SENP8, Nedd8 substrate fluorescence; inhibition, % at 20 µM; 360,000 compounds, 0.64% hits; AID 602440; in the data active means inhibition mostly above about 40%, no sharp cut-off; inactive means mostly below about 27%
SENP7 block = blocks the human protease SENP7 | recombinant SENP7, Z-RLRGG-aminoluciferin luminescence, 40 min | inhibition, % at 5 µM | 330,000 compounds, 1.5% hits | AID 434973;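 active means inhibition above about 50% at the single test dose, limit read from the data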;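 further: plate controls were DMSO with enzyme for no effect and no enzyme buffer wells for full effect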
Target sequence (Q9BQF6 706-1050 limits assumed): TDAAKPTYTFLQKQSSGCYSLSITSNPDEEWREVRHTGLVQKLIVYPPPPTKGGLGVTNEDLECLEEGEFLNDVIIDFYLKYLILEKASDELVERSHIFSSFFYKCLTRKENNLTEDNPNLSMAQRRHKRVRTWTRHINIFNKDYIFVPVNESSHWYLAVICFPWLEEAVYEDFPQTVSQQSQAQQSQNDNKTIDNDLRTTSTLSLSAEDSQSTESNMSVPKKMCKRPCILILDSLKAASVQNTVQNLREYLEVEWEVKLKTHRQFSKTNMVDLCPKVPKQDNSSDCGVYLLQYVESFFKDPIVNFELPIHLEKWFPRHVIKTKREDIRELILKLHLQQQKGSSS
PfGluPho inh = PfG6PD (Plasmodium falciparum) enzyme inhibition | PfGluPho enzyme, NADPH resazurin-diaphorase fluorescence | inhibition, % at 20 µM | 350,000 compounds, 0.78% hits | AID 504690;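 active means inhibition reaching at least a set limit at 20 µM in the primary screen, cut at about 59% in these data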;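 further: 0% = DMSO wells with substrate and 100% = DMSO wells lacking glucose-6-phosphate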
Apaf-1 inh = blocks human Apaf-1 apoptosome activity | O14727 | reconstituted apoptosome caspase-3 activity, DEVD-Rh110 fluorescence | inhibition, % at 20 µM | 330,000 compounds, 0.71% hits | AID 489030; active means inhibition of at least 40% at 20 µM;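 further: plate controls were DMSO wells for no effect and DEVD-CHO caspase inhibitor wells for full effect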
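System – cell-free apoptosome with Apaf-1, procaspase-3 and caspase-9 · Buffer or medium – pH 7.5 Hepes buffer with CHAPS, BSA, DTT · Also added – cytochrome c with DEVD-Rh110 · Times – 30 min compound preincubation, 50 min activation, room temperature · Technique – Rh110 fluorescence intensity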
SENP6 inh = SENP6 protease inhibition | Q9GZR1 | Recombinant SENP6 catalytic domain, aminoluciferin luminescence | inhibition, % at 10 µM | 330,000 compounds, 1.8% hits | AID 2599;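 active means inhibition above about 50% at the single tested dose, limit read from the data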;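 further: plate controls were DMSO wells with enzyme for no effect and DMSO wells lacking enzyme for full effect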
Target sequence (Q9GZR1 628-1112 limits assumed): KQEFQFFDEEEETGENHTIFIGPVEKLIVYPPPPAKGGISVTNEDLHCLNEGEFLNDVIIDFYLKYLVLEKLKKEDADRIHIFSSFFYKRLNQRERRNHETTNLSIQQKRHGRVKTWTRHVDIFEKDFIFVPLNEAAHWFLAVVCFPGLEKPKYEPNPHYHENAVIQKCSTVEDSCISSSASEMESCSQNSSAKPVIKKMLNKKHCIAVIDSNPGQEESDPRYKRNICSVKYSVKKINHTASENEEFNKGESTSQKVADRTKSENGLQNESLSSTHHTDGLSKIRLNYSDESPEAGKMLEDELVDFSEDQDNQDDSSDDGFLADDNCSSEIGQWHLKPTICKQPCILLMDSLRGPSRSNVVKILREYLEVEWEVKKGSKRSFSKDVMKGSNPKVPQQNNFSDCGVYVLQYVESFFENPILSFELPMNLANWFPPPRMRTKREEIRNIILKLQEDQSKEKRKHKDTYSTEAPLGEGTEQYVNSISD
* = called active by the depositor; i = inactive; nt = no result given.

mol	HKDC1 inh	SENP1 FRET inh	SENP8 block-1	SENP8 block-2	SENP7 block	PfGluPho inh	Apaf-1 inh	SENP6 inh
CN(C)/C=C1\SC(=S)N(c2ccc(F)cc2)C1=O	1	-1	3	31	3	-1	-7	-32
CC(C)(C)c1ccc(NC(=O)N2CCN(c3ccc([N+](=O)[O-])cn3)CC2)cc1	4	-3	3	-10	6	38	-2	-3
CN(C)/C=C1\Cc2ccccc2C1=O	0	2	-1	-198	5	-5	-9	1
CCOc1ccc(NC(=O)Nc2ccc(NC(C)=O)cc2)cc1	-10	2	-2	9	2	1	10	-8
Cc1nc2ccc(NS(=O)(=O)c3ccc(F)c(F)c3F)cc2s1	1	26	3	-8	-3	-26	-6	-26
COC(=O)c1cc2sc(Cl)cc2n1CC(=O)N1CCCc2ccccc21	0	-15	12	-8	-1	-4	15	-31
Cc1onc(-c2c(Cl)cccc2Cl)c1CO/N=C(\C#N)c1c(Cl)cccc1Cl	1	1	3	40	6	3	-4	6
Cc1nn(CC(=O)N2CCCC2)c(=O)c2nn(-c3ccccc3)c(C)c12	-1	-1	-10	10	-6	-7	-3	7
C/C(CC(=O)C(F)(F)F)=N\NC(=O)/C(C#N)=C/N(C)C	-12	1	-1	19	1	-22	1	2
COCCNC(=S)N1CCN(C/C=C/c2ccccc2)CC1	4	1	5	9	-1	-11	-6	2
CCC1(c2ccc(F)cc2)NC(=O)N(CC(=O)N2CCN(C(=O)c3cccs3)CC2)C1=O (stereo not drawn)	-4	1	-4	4	18	-12	5	-11
COc1ccc(C(=O)O)cc1S(=O)(=O)NCCN(C)C	-12	0	0	4	2	-7	-16	12
CN(C)CCSc1nc(N)c2c3c(sc2n1)CN(C)CC3	-7	-74	-2	-392	4	26	-9	-15
COC(=O)c1ccc(C2c3[nH]c4ccccc4c3C[C@H]3C(=O)N(C4CC4)CC(=O)N23)cc1 (stereo partly drawn)	5	-2	0	15	0	-16	10	-10
CC(C)N(Cc1ccccc1)C(=O)CN1C(=O)NC2(CCCCCC2)C1=O	-7	0	2	12	-2	0	-3	-9
COc1ccc(Cc2nnc(SCC(=O)NC3CCCCC3)n2C)cc1	-11	0	-5	7	-2	22	-10	-2
COc1cccc(-c2ccc(NC(=O)C3CCCN(Cc4cnn(C)c4C)C3)cc2)c1 (stereo not drawn)	4	2	-2	18	-1	-4	12	-9
COc1ccc(CN2CCNC(=O)C2CC(=O)NC2CCCCCC2)c(C)c1C (stereo not drawn)	-1	-7	3	-7	0	2	5	-13
N#Cc1ccccc1S(=O)(=O)N1CCN(C(=O)C2CCC2)CC1	-1	1	1	11	2	2	-6	-4
CC(C)NS(=O)(=O)c1ccc(OCC(=O)Nc2ccc(F)cc2)cc1	3	1	-12	2	-9	-9	-2	-2
O=C1C=C(NCc2ccccc2)C2(CCCCC2)O1	-6	0	4	6	0	-11	6	-4
O=C(Nc1ccc(OC(F)(F)C(F)F)c(NC(=O)c2cccc(F)c2)c1)c1cccc(F)c1	-5	0	3	25	4	-7	-3	11
Cc1c(C)n(Cc2ccccc2)c2ncnc(NCCCO)c12	-6	0	5	6	0	-6	-1	9
COc1cc(OC)c(OC)cc1CNCCSc1nnnn1C	-4	2	1	18	8	15	3	-22
O=C(NCc1ccc(Cl)cc1)c1ccc(CNc2c(N3CCCC3)c(=O)c2=O)cc1	5	0	2	-74	6	20	-6	4
CCOc1ccc(CN2CCNC(=O)C2CC(=O)NCc2ccccn2)cc1 (stereo not drawn)	0	-13	2	-5	-2	-4	-1	11
Cc1cc(C(=O)CCC(=O)N2CCN(c3ccccc3O)CC2)c(C)s1	7	3	6	16	3	15	-7	1
O=C(Nc1n[nH]c(C(F)(F)F)n1)C1CC1	0	1	6	36	1	-17	-12	-14
COc1ccc(OC)c(N(CC(=O)NCC2CCCO2)S(=O)(=O)c2ccccc2)c1 (stereo not drawn)	-8	-1	-10	7	-9	4	8	2
COc1ccccc1CNc1ccc(C(=O)O)cc1	-3	0	-2	7	0	-8	-8	-5
N#C/C(=C/c1ccc(-c2cc(C(=O)O)cc(C(=O)O)c2)o1)c1nc2ccccc2s1	nt	nt	3	nt	3	nt	35	-19
Cc1ccc2c(N)c(C)ccc2c1	6	-4	6	i	8	11	-21	-1
CCOc1cc(C(=O)Nc2ccncc2)cc(OCC)c1OCC	-8	-3	-10	3	-11	1	10	-5
O=C(NCc1ccco1)c1cc(-c2ccccn2)nc2ccccc12	-11	-4	-4	-2	-4	21	-16	5
CC1(C)Cc2nc3sc(C(N)=O)c(N)c3cc2CO1	-4	-20	-8	-162	-9	8	-2	-15
COc1ccc(S(=O)(=O)N2CCCCCC2)cc1NS(=O)(=O)c1cc(C(=O)O)cc(C)c1C	-1	3	5	12	1	-24	-6	-14
Cc1cc2c(cc1C)/C(=C\C(N)=O)NC(C)(C)C2	-10	-1	2	-2	3	0	-8	4
O=C(CN1c2cccc3cccc(c23)S1(=O)=O)N1CCCCC1	7	-1	7	i	9	1	6	13
O=[N+]([O-])c1cccc(Cl)c1NCCNS(=O)(=O)c1ccccc1	-2	1	3	38	-2	22	-4	-15
CCOC(=O)C1(C)NC(c2cccc(C)c2)C2C(=O)N(c3ccccc3)C(=O)C21 (stereo not drawn)	8	1	7	7	9	-4	0	7
COc1cccc(C(=O)NCCCN2CCN(CCCNC(=O)c3cccc(OC)c3)CC2)c1	0	0	-4	12	0	-18	13	-1
CCC12CC3CC(C1)CC(C(=O)Nc1nn[nH]n1)(C3)C2	-9	1	9	6	7	-1	-5	-2
CC1=CC(C)(C)N(C)C(=O)N1c1ccc(Cl)cc1	2	2	-4	22	-1	-6	2	2
CCN1CCN(C(=O)c2ccc(COc3cccc(Cl)c3)o2)CC1	-4	-2	-5	2	-2	2	8	-3
CCCCCCCCn1c(=O)c(C(=O)OC)c(N)c2ccccc21	7	3	-4	1	1	-2	21	-13
Cc1nc(NC(=O)C2CC2)sc1C(=O)Nc1ccccc1	-6	1	-8	21	-5	-7	1	10
Cc1ccc(C(=O)NNC(=O)c2cc3ccccc3cc2O)cc1	-5	-1	25	-43	-2	-9	-6	47
O=C(Cc1ccc(Cl)cc1)NC1CCCN(Cc2ccccc2F)C1 (stereo not drawn)	0	0	2	3	0	-14	0	-3
Cc1ccc(S(=O)(=O)N(CC(=O)NCc2ccncc2)C2CCCCC2)cc1	-2	2	0	10	5	24	4	-3
CCOc1ccccc1NC(=O)CSc1ccccc1	5	-5	5	8	-6	6	-1	6
CCOC(=O)C1CCN(C(=O)Cc2ccc(OC)c(OC)c2)CC1	-7	3	-1	4	0	1	12	-1
CCN(Cc1nc(-c2ccc(C)cc2)no1)C(=O)c1ccco1	1	-1	-2	8	-7	-19	9	-20
Cc1cccc(C)c1OCC(O)Cn1c2ccccc2c2ccccc21 (stereo not drawn)	2	3	-6	-6	4	26	23	-11
CSc1ncc(CN2CCN(C3CCCC3)C(CCO)C2)cn1 (stereo not drawn)	-8	-1	1	4	3	1	-20	-1
COc1cc(/C=N/NC(=S)Nc2cccc(S(=O)(=O)N(C)C)c2)ccc1O	9	-17	-10	-37	-13	10	7	-4
CC(=O)Oc1ccc(C2(C)CC(C)(C)NC(=S)N2C)c(OC(C)=O)c1 (stereo not drawn)	-10	2	-7	15	-6	-9	0	-15

Next part.
mol	HKDC1 inh	SENP1 FRET inh	SENP8 block-1	SENP8 block-2	SENP7 block	PfGluPho inh	Apaf-1 inh	SENP6 inh
CC1CCN(C(=O)c2[nH]cnc2C(=O)N[C@@H](C)c2ccccc2)CC1	-6	1	-1	-1	-4	-12	-1	-12
COC(=O)C(C)Oc1ccc2c(-c3cccc([N+](=O)[O-])c3)cc(=O)oc2c1 (stereo not drawn)	-11	0	-13	2	-11	8	11	-18
COc1ccccc1NC(=O)Nc1ccnn1C1CCCCC1	-4	3	3	5	-1	10	-7	-10
CN(C1=NC(=O)C(CC(=O)Nc2ccc(Br)cc2)S1)c1ccc(O)cc1 (stereo not drawn)	-7	3	0	11	1	-2	-4	-10
Cc1noc(C)c1S(=O)(=O)N1CCCC1C(=O)O (stereo not drawn)	-3	-2	-1	8	-1	-28	7	-3
COc1ccc(-c2ccc3oc(-c4ccc(OC)cc4)c(-c4ccc(OC)cc4)c3c2)cc1	5	1	-8	-471	-14	-4	1	-12
COc1cc2nc(-c3ccccc3C)oc(=O)c2cc1OC	5	2	-2	-130	-1	-8	-9	7
Cc1ccc2c(C)cc(=S)[nH]c2c1	7	0	nt	-3	nt	40	nt	nt
CS(=O)(=O)N1CCc2cc(-c3csc(NC(=O)C(c4ccccc4)c4ccccc4)n3)ccc21	-1	-1	-6	-5	7	3	-3	-7
CCOC(=O)CNC(=O)CCCCCC(=O)NCC(=O)OCC	4	-3	-9	23	-2	-8	-6	-3
COc1ccc(NC(=O)CSc2nnc(Cc3cccn3C)n2-c2ccc(C)cc2)cc1OC	-4	-1	-1	6	4	-6	-4	4
Cc1c(O)ccc2c(CN3CCN(CCO)CC3)cc(=O)oc12	6	-27	-14	-406	-2	-12	8	-14
CCN(CC1CCCO1)C(=O)c1cc(COc2ccccc2SC)on1 (stereo not drawn)	-4	-3	1	0	14	-2	9	-5
CCOC(=O)c1ccc(NS(C)(=O)=O)cc1	9	1	-2	14	-4	-13	2	-12
O=[N+]([O-])/C=C/c1ccc2c(ccn2Cc2ccccc2)c1	33	3	10	10	4	31	16	13
O=C(NCCCn1ccnc1)c1ccc(NS(=O)(=O)c2cccc([N+](=O)[O-])c2)cc1	1	1	8	12	6	-20	-1	10
CSCCC(NS(=O)(=O)c1ccccc1F)C(=O)NCC(c1ccc(F)cc1)N1CCOCC1 (stereo not drawn)	-2	1	0	13	-8	5	-3	2
COc1cccc(CN(C)C(=O)CCN=C2NS(=O)(=O)c3ccccc32)c1	-6	0	-1	11	4	-3	3	2
CC12CCC(C(=O)Nc3ccccc3Br)(C/C1=N\O)C2(C)C (stereo not drawn)	-1	0	-7	26	-11	-12	-3	-6
Cc1ccc(C)n1-c1ccc(C(=O)/C=C/N(C)C)cc1	-2	-38	3	-39	4	-1	5	-7
O=C(C[C@H]1C/C=C\CC[C@@H](Cc2ccc(F)cc2)C(=O)O[C@H](c2ccccc2)CNC1=O)N[C@H](CO)Cc1ccccc1	-5	1	-14	8	-4	-9	24	-19
N#Cc1c(C(F)(F)F)cc(-c2cccs2)nc1SCc1cccnc1	4	-2	4	-303	17	-11	-1	1
